# Screens (PubChem BioAssay)
# Neddyl block – blocks human cullin neddylation. P61081+Q13564. TR-FRET cullin neddylation, biochemical. calls only at 25 µM. 0.58% of 360,000 active; in the data active means inhibition above about 36%
# Rpn11 block – Rpn11 (human) deubiquitinase inhibition. O00487. human 26S proteasome, Ub4-pepOG fluorescence polarization; 20S core pre-blocked with epoxomicin. calls only at 20 µM. 0.59% of 360,000 active. AID 588493;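 active means inhibition at 20 µM, scaled to each plate's controls, above about 33%, limit read from the data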
# MT1-MMP act inh – blocks activation of human MT1-MMP; 0.061% of 360,000 active; P50281; GFP/RFP ratio change, % at 20 µM; HT1080 RFP-PRO-GFP cells, GFP/RFP ratio fluorescence, overnight; percent of plate control window, DMSO zero;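 active means GFP/RFP ratio change of at least 30% with cell ATP level not reduced by more than half and red fluorescence within 50% of control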; further: strong numbers were not always called active
#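 Test system: HT1080 cells expressing an RFP-PRO-GFP fluorescent reporter construct / Compound dosing: single-point 20 µM compound, 1% DMSO / Schedule: cells overnight before dosing, compound overnight, 37 °C, 5% CO2 / Evaluation: GFP/RFP fluorescence ratio / Control set: DMSO and RFP-L50D-GFP cell wells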
# CSN inh – CSN deneddylation inhibition | Purified CSN, SCF-Nedd8-OG deneddylation, fluorescence polarization | inhibition, % at 12.5 µM | 0.38% of 360,000 active | AID 651999;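 active means pattern-corrected inhibition above about 35%, with an unprinted fluorescence ratio check between 0.5 and 1.5, limit read from the data, passing the limit was not always enough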;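 further: 0% = enzyme with substrate and 100% = substrate without enzyme; some results filed as inactive read as strong as hits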
#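 assay system = purified human Csn5 enzyme expressed in HEK293T cells | amount = 0.24 nM enzyme | buffer or medium = Tris/NaCl/DTT buffer, pH 7.5 | reagent = 10 nM SCFSkp2-Nedd8OG | compound = one concentration, 12.5 µM, 0.25% DMSO | times = 90 min reaction at room temperature | signal = FP | read-out basis = % inhibition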
# SKN-1 inh – C. elegans SKN-1 inhibition | 0.49% of 360,000 active | C. elegans VP596 Pgst-4::GFP/RFP ratio, acrylamide-induced, 24 h | inhibition, % at 21.8 µM;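 active means interference check ratio from 0.5 to 1.5 plus GFP to RFP signal ratio inhibition reaching or exceeding a fixed threshold, cut at about 30% in these data, passing the limit was not always enough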; further: some compounds called inactive have numbers as strong as hits
# Rin1 Abl inh – inhibitors of human Rin1-Abl protein interaction; 0.4% of 360,000 active; P00519+Q13671; TR-FRET Rin1/Abl binding, biochemical; inhibition, % at 7.35 µM; in the data active means inhibition above about 5%, passing the limit was not always enough
# MLLE-PAM2 inh – blocks PAM2 peptide binding to the PABP1 MLLE domain. 0.36% of 360,000 active. inhibition, % at 20 µM. GST-MLLE / FITC-PAM2 fluorescence polarization. P11940; in the data active means inhibition above about 35%, passing the limit was not always enough;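 further: plate controls were DMSO wells with GST-MLLE for no effect and wells lacking GST-MLLE protein for full effect; some results filed as inactive read as strong as hits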
# NadD inh – inhibitors of Staphylococcus aureus NadD; 0.78% of 360,000 active; inhibition, % at 20 µM; purified NadD enzyme, colorimetric absorbance read-out; in the data active means inhibition above about 26%; further: some compounds past the cut are filed as inactive
# FAS-TE inh – FAS thioesterase (human) inhibition | inhibition, % at 15 µM | P49327 | 0.67% of 360,000 active | recombinant FAS-TE, OMFH fluorogenic substrate, fluorescence endpoint;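 active means compounds whose normalised, plate-corrected inhibition of enzyme fluorescence in the single-dose primary screen is 50% or more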;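 further: 0% = DMSO with enzyme and 100% = substrate without enzyme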
# Target sequence (P49327 whole entry, looked up): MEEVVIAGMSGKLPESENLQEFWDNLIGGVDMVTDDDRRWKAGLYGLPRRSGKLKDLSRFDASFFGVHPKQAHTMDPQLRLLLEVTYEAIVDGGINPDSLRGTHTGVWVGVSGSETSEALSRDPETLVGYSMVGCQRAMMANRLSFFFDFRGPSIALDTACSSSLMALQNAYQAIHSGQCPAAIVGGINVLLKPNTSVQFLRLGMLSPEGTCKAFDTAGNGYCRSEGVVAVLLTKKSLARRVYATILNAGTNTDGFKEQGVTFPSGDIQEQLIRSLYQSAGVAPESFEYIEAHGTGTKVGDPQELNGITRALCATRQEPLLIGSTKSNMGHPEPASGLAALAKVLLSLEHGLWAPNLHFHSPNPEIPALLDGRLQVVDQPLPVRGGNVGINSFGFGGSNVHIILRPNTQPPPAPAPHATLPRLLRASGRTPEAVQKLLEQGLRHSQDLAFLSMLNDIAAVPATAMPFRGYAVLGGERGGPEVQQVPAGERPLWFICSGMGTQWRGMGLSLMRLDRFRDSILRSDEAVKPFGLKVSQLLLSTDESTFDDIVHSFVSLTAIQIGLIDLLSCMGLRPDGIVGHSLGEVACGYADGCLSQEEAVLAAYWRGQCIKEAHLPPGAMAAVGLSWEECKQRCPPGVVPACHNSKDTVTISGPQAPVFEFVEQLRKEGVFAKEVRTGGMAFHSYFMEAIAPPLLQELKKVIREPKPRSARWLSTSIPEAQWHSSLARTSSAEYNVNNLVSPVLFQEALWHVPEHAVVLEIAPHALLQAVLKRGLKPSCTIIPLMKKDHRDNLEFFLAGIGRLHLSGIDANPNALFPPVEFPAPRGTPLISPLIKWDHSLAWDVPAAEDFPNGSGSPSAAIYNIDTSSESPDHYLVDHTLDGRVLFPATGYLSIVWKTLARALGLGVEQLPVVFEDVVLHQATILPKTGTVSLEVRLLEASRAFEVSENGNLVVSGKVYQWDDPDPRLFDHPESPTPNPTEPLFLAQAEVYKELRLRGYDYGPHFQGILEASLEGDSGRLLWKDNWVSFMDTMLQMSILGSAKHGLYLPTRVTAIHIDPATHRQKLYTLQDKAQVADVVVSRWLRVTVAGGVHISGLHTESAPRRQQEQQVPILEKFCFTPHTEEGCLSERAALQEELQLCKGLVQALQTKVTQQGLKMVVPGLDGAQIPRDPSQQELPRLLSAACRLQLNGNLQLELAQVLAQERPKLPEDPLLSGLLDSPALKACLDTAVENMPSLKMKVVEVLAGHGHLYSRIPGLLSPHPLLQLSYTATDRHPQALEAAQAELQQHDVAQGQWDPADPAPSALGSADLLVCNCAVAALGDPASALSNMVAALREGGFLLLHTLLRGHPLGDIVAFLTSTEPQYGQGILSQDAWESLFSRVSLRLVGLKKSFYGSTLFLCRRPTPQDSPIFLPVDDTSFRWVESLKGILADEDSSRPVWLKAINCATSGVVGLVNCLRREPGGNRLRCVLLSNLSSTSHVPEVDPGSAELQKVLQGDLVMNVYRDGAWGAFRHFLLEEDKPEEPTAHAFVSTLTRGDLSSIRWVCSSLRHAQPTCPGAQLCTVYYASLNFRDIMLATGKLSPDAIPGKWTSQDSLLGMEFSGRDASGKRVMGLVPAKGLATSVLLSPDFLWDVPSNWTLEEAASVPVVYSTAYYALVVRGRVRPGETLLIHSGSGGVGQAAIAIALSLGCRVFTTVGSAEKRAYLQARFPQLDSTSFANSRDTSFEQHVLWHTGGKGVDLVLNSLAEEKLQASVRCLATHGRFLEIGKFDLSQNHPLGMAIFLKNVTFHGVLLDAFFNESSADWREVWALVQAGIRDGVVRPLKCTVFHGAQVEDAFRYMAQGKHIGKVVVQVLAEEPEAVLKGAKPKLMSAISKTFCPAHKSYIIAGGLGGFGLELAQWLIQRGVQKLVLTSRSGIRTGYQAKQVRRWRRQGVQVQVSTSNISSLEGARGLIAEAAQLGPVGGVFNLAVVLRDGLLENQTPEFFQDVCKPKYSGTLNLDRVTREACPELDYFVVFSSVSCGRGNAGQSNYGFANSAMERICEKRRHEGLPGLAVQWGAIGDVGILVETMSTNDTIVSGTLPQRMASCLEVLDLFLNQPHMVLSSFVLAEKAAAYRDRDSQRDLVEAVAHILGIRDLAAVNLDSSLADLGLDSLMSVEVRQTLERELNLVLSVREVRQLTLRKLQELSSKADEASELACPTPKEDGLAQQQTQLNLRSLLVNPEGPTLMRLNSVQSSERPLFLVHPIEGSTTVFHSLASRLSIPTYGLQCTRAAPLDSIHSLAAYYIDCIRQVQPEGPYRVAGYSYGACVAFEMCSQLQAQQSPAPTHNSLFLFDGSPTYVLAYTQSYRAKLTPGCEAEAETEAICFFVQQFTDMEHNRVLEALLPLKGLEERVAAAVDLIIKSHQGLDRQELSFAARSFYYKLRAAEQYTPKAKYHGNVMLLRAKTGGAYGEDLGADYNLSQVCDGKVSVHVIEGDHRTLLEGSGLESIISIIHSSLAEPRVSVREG
# Starred values were filed as active, the others as inactive; i = inactive; . = no result given; + = active, no number. Not a hit list (roughly 3.9% active in at least one column).
SMILES,Neddyl block,Rpn11 block,MT1-MMP act inh,CSN inh,SKN-1 inh,Rin1 Abl inh,MLLE-PAM2 inh,NadD inh,FAS-TE inh
CSc1nsc(SCC(=O)N2CCCCC2)n1,i,i,3,-2,5,0,7,-5,-2
Cc1cc(NS(=O)(=O)c2ccc(NC(=O)/C=C/c3ccc(Br)cc3)cc2)no1,i,i,7,-4,4,3,0,2,2
CCCn1c(C(O)c2ccc(OC)c(OC)c2)nc2ccccc21 (centres undefined),i,i,0,-1,-8,2,-2,4,-6
CN1c2ccccc2C(=O)NC1c1ccc([N+](=O)[O-])s1 (centres undefined),i,i,-1,-3,-1,-2,7,2,-2
O=C1CCCN1c1ccc(CNS(=O)(=O)c2ccc(F)cc2)cc1,i,i,2,0,19,1,-5,2,-5
Cc1ccc(NC(=O)N(Cc2nc3ccccc3c(=O)[nH]2)Cc2cccs2)cc1,i,i,2,2,5,1,9,-5,-6
COc1ccc(NC(=O)CSc2nc(-c3ccc(C)cc3)cc(C(F)(F)F)c2C#N)cc1,i,i,-8,1,1,5,-16,5,-11
COC(=O)c1cc(NS(=O)(=O)c2ccc(N3CCOCC3)c([N+](=O)[O-])c2)cc(C(=O)OC)c1,i,i,3,-11,-4,-5,14,-5,5
COC(=O)c1ccc(NC(=O)c2ccc(F)cc2)o1,i,i,-1,-3,15,-6,-7,-6,-4
Cc1ccc(CN2CCN(C(=O)C3CCC3)CC2)cc1,i,i,12,-1,12,1,-1,-1,-4
CC1(C(=O)NS(=O)(=O)c2cccs2)CCN1C(=O)c1cccc(F)c1 (centres undefined),i,i,0,0,12,-1,-6,1,-5
Cc1ccc2sc(NNC(=O)c3cc(=O)c4ccccc4o3)nc2c1C,i,+,1,10,4,-4,-85,64*,11

# An excerpt from above in order of length of the SMILES, largest number first.
SMILES,Neddyl block,Rpn11 block,MT1-MMP act inh,CSN inh,SKN-1 inh,Rin1 Abl inh,MLLE-PAM2 inh,NadD inh,FAS-TE inh
COC(=O)c1cc(NS(=O)(=O)c2ccc(N3CCOCC3)c([N+](=O)[O-])c2)cc(C(=O)OC)c1,i,i,3,-11,-4,-5,14,-5,5
COc1ccc(NC(=O)CSc2nc(-c3ccc(C)cc3)cc(C(F)(F)F)c2C#N)cc1,i,i,-8,1,1,5,-16,5,-11
Cc1cc(NS(=O)(=O)c2ccc(NC(=O)/C=C/c3ccc(Br)cc3)cc2)no1,i,i,7,-4,4,3,0,2,2
Cc1ccc(NC(=O)N(Cc2nc3ccccc3c(=O)[nH]2)Cc2cccs2)cc1,i,i,2,2,5,1,9,-5,-6
CC1(C(=O)NS(=O)(=O)c2cccs2)CCN1C(=O)c1cccc(F)c1 (centres undefined),i,i,0,0,12,-1,-6,1,-5
Cc1ccc2sc(NNC(=O)c3cc(=O)c4ccccc4o3)nc2c1C,i,+,1,10,4,-4,-85,64*,11
O=C1CCCN1c1ccc(CNS(=O)(=O)c2ccc(F)cc2)cc1,i,i,2,0,19,1,-5,2,-5
CN1c2ccccc2C(=O)NC1c1ccc([N+](=O)[O-])s1 (centres undefined),i,i,-1,-3,-1,-2,7,2,-2
CCCn1c(C(O)c2ccc(OC)c(OC)c2)nc2ccccc21 (centres undefined),i,i,0,-1,-8,2,-2,4,-6
COC(=O)c1ccc(NC(=O)c2ccc(F)cc2)o1,i,i,-1,-3,15,-6,-7,-6,-4
CSc1nsc(SCC(=O)N2CCCCC2)n1,i,i,3,-2,5,0,7,-5,-2

# The listing continues:
SMILES,Neddyl block,Rpn11 block,MT1-MMP act inh,CSN inh,SKN-1 inh,Rin1 Abl inh,MLLE-PAM2 inh,NadD inh,FAS-TE inh
CC1CCN(C(=S)c2ccccc2O)CC1,i,i,2,3,-7,0,30,1,-12
NC(=O)Nc1ccc(Nc2ccccc2)cc1,i,i,5,1,-1,-2,3,5,0
Oc1ccccc1C1=Nc2nc3ccccc3n2C(c2ccccc2)C1 (centres undefined),i,i,-15,5,14,-1,7,21,-12
O=C1CCC/C(=N/NC(=O)c2ccc(CN3c4cccc5cccc(c45)S3(=O)=O)cc2)C1,i,i,-2,-2,1,-2,-15,15,-7
CCn1ncc(C2=NOC(C(=O)Nc3c(C)nn(Cc4ccc(F)cc4)c3C)C2)c1C (centres undefined),i,i,-1,-1,6,-1,6,-7,-9
CC(C)(C)C(=O)Cn1nnc(-c2ccc(C(F)(F)F)cc2)n1,i,i,1,3,9,2,1,-3,16
COc1ccc(N2CC(O)=C(c3nc(-c4ccc(F)cc4)cs3)C2=N)cc1OC,i,i,-3,3,8,-1,3,-5,13
O=C(OCCOc1cccc(Cl)c1)c1ccc2ncsc2c1,i,i,-3,2,8,0,6,-1,22
CCc1nc(OCc2ccccc2)c2sc3nc4c(cc3c2n1)COC(C)(C)C4,i,i,9,5,8,-3,7,2,17
COCCNC(=O)Cn1c(=O)oc2cc(S(=O)(=O)N3CC(C)CC(C)C3)ccc21 (centres undefined),i,i,3,0,15,1,-5,-1,-5
O=C(OC1CCOC1=O)c1cc(-c2cccs2)nc2ccccc12 (centres undefined),.,i,-1,-1,9,-1,2,1,15
CCOC(=O)C1CCCN(C(=O)c2ccc(OC)c([N+](=O)[O-])c2)C1 (centres undefined),i,i,6,-9,-2,2,0,0,-9

# Some of the entries above in a different format:
structure	Neddyl block	Rpn11 block	MT1-MMP act inh	CSN inh	SKN-1 inh	Rin1 Abl inh	MLLE-PAM2 inh	NadD inh	FAS-TE inh
COc1ccc(N2CC(O)=C(c3nc(-c4ccc(F)cc4)cs3)C2=N)cc1OC	i	i	-3	3	8	-1	3	-5	13
O=C(OCCOc1cccc(Cl)c1)c1ccc2ncsc2c1	i	i	-3	2	8	0	6	-1	22

# Going on with the list.
SMILES,Neddyl block,Rpn11 block,MT1-MMP act inh,CSN inh,SKN-1 inh,Rin1 Abl inh,MLLE-PAM2 inh,NadD inh,FAS-TE inh
CCOCCCNC(=O)CCCC1=NS(=O)(=O)c2ccccc2N1,i,i,3,-2,3,-1,11,-2,-13
CCCCCC(=O)Nc1cc(S(=O)(=O)N2CCOCC2)ccc1N1CCN(C)CC1,i,i,-5,3,16,3,-9,-8,-4
Cc1ccc(CNC(=O)C2CCN(S(=O)(=O)c3ccc4nc5c(c(C(=O)O)c4c3)CC(C)CC5)CC2)cc1 (centres undefined),i,i,-3,2,13,0,-3,10,-6
CCOC(=O)Cc1c(C)nc2c(-c3ccccc3)c(C)nn2c1C,i,i,-3,-1,1,0,-12,9,3
Cc1ccc(NC(=S)NNS(=O)(=O)c2ccc3ccccc3c2)cc1Cl,i,i,2,0,12,2,-66,4,2
O=C(/C=C/c1ccc(F)cc1)c1ccccc1Br,i,i,-16,14,6,1,-4,-1,-13
O=C(Nc1ccc(Oc2ccccc2)cc1)c1csc([C@@H]2O[C@H](CO)[C@@H](O)[C@H]2O)n1,i,i,22,0,4,4,-4,-4,1
CC(=O)Nc1ccc(NC(=O)c2cc(-c3cc(C)cc(C)c3O)n[nH]2)cc1,i,i,-2,-5,-1,-1,8,-11,5
CCc1ccc(OCC(=O)NC2CC(C)(C)NC(C)(C)C2)cc1,i,i,-3,2,-9,1,4,-3,1
CCN1C(=O)c2ccccc2Sc2ccc(C(=O)NCCCN3CCCCC3)cc21,i,i,4,0,16,0,12,-14,-4
NC(=O)C1CCN(C(=O)CSc2nc3ccccc3[nH]2)CC1,i,i,-1,-7,3,0,0,0,-5
Cc1cc(C)c(S(=O)(=O)NCc2ccc3c(c2)OCO3)c(C)c1,i,i,0,4,6,-1,7,-5,14
O=C(CCNC(=O)c1ccc(Br)cc1)Nc1cccc(S(=O)(=O)N2CCCC2)c1,i,i,2,-2,7,-2,-7,-3,-1
Cc1ccc(CSc2nnc(SCC(=O)N/N=C/c3ccc(C(=O)O)cc3)s2)cc1,i,i,5,0,-16,-2,-78,3,3
COc1ccc(OC)c(CNC(=O)C2CCC(=O)N(CCCN3CCCC3=O)C2)c1 (centres undefined),i,i,1,8,-14,-3,6,-5,-6
COc1ccc(C(CNC(=O)c2cccc(S(=O)(=O)Nc3ccc(F)cc3)c2)N(C)C)cc1 (centres undefined),i,i,-7,-1,3,1,-6,-5,-3
Cc1cc(OCC(=O)OC(C)C(=O)Nc2ccc(N3CCOCC3)cc2)ccc1Cl (centres undefined),i,i,8,-5,-30,0,-18,0,1
O=C(Cc1c[nH]c2ccccc12)Nc1nccs1,i,i,6,5,-13,1,0,-1,-8
COc1cccc(-c2n[nH]c3c2CCC3)c1,i,i,-2,-2,-1,2,7,-5,-1
COc1ccc(OC)c(-n2nnnc2SCC(=O)NCCc2ccccc2)c1,i,i,-6,-1,9,1,2,-5,4
COC(=O)c1cc(NS(=O)(=O)c2ccc(OC)c(OC)c2)ccc1Cl,i,i,-3,-2,-3,2,-6,-3,-3
Cc1ccnc(NS(=O)(=O)c2ccc(NC(=O)c3ccc([N+](=O)[O-])s3)cc2)n1,i,i,-3,0,-8,-3,-1,-3,1
CCOC(=O)c1nnc2ccnn2c1N,i,i,3,-3,2,1,-7,2,-10
N#CCN1CCN(CC(=O)c2ccc(Br)cc2)CC1,i,i,-2,0,18,4,-2,3,-2
O=C(CN1CCOCC1)N1c2ccccc2Sc2ccc(Cl)cc21,i,i,-2,4,8,-1,15,2,-2
Cc1cccc(OCc2nc(C#N)c(NCc3ccc4c(c3)OCO4)o2)c1,i,i,4,3,-6,1,-1,1,26
Cc1cc(C)n2nc(C(=O)N(C)C(c3ccccc3)c3ccccc3)nc2n1,i,i,-2,-1,-7,-3,-17,5,-3
COc1ccc(CNC(=O)COC(=O)[C@@H]2CCCN2C(=O)c2cccs2)cc1,i,i,0,0,6,1,15,-3,-5
Cn1cnc2c1c(=O)n(Cc1cccc(F)c1)c(=O)n2C,i,i,0,4,-7,0,9,-3,-2
COc1cccc(/C=N/Nc2nc3ccccc3[nH]2)c1O,i,i,7,-3,0,1,-75,-2,-19
CC(C)c1ccc(NC(=O)NCc2ccccn2)cc1,i,i,0,-5,11,1,-1,-6,0
Cc1cccc(NC(=O)C2(c3cccs3)CCOCC2)c1,i,i,6,3,8,-1,-1,-7,-6
C=CC(COCc1ccccc1)N([C@@H](Cc1ccccc1)C(=O)OC)S(=O)(=O)c1ccccc1Br (some centres undefined),i,i,-7,-1,-14,2,3,1,31
O=C(CCC(=O)Nc1cccnc1)Nc1cccnc1,i,i,-1,-11,-1,0,14,1,-6
CCOc1cc(/C=C(\CC(=O)O)c2nc3ccccc3s2)ccc1OCC(=O)Nc1cccc(C(F)(F)F)c1,i,i,0,1,10,-9,-11,37*,7
C=CCN([C@H](C(=O)OC)C(C)C)S(=O)(=O)CCNCc1ccccc1,i,i,1,-1,4,1,-8,-1,-11
COc1ccccc1N(C)S(=O)(=O)c1ccc(C(=O)NC2CCCCCC2)cc1,i,i,0,-5,1,-1,1,-4,14
